Screening data as filed in PubChem BioAssay.
Pf gamet viab – late stage P. falciparum gametocyte viability inhibitors, primary screen, ATP luminescence, HTS | AID 743093, 2013 | P. falciparum stage V gametocytes, 24 h | 150,000 tested, 0.065% active | inhibition, % at 10.9 µM;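 active = inhibition above the mean plus 3 SD of compounds within the control limits, set per campaign, cut at about 38% in these data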;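 note: 0% = DMSO wells and 100% = medium only without gametocytes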
Mcl1-Noxa inh – Mcl-1/Noxa binding inhibitors, primary screen, biochemical, TR-FRET, 1536-well; Induced myeloid leukemia cell differentiation protein Mcl-1 (Homo sapiens), Q07820; TR-FRET Mcl-1/Noxa peptide binding, 2 h; inhibition, % at 21.7 µM; 220,000 tested, 1.5% active; AID 1022, 2008;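 active = compounds that cut the protein-peptide binding signal by more than 50% relative to plate controls in a single-dose test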;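 note: His-tagged Mcl-1 with rhodamine Noxa BH3 peptide and terbium anti-His antibody; 0% = Mcl-1 plus Noxa peptide wells and 100% = peptide-only wells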
ABCG2 block – ABCG2 efflux pump inhibitors, primary screen, multiplex with ABCB1, IgMXP3 cells, flow cytometry; JC-1 efflux; inhibition, % at 6.6 µM; 190,000 tested, 0.1% active; AID 1325, 2008;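 active = inhibition above 80%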;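 note: 0% = DMSO and 100% = nicardipine control wells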
Target sequence (Q9UNQ0 whole entry, looked up): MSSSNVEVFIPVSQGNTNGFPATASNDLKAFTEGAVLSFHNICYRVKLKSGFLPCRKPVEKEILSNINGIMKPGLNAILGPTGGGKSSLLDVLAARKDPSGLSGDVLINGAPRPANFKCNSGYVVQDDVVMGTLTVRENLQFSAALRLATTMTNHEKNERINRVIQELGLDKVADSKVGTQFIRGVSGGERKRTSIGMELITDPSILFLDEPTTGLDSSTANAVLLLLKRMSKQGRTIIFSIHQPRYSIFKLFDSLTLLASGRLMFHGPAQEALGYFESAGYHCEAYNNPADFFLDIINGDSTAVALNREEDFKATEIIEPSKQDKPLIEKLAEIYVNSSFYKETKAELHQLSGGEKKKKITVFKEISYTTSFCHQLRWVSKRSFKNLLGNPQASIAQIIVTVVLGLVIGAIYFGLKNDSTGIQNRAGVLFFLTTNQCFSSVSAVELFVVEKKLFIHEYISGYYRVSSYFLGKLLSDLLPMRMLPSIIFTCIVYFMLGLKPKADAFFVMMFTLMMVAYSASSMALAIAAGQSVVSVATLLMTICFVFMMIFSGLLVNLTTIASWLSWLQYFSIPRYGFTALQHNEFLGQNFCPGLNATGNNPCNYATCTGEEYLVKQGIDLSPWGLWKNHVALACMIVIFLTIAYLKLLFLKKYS
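Test system: IgMXP3 (ABCG2) plus far-red-tagged CCRF-Adr (ABCB1) cells / Amount: 3 million cells/mL in well / Reagent: JC-1 transporter substrate / Timing: 10 min compound exposure, 25 °C / Signal: flow cytometry, 530 nm JC-1 signal / Read-out: percent efflux inhibition, scaled nicardipine 100% to DMSO 0% / Benchmarks: nicardipine as high control, DMSO as low control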
RGS4-Gao reg – modulators of RGS4 binding to Galphao, primary screen, biochemical, multiplexed bead flow cytometry; Guanine nucleotide-binding protein G(o) subunit alpha (Homo sapiens), P09471; actives lie on both sides; binding response (% of control), % at 10 µM; 220,000 tested, 0.33% active; AID 1415, 2008; in the data active = binding response below about 49% or above about 150%; inactive = in between;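 note: fluorescent Galphao activated with aluminum fluoride binding bead-coupled RGS4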
Target sequence (P09471 whole entry, looked up): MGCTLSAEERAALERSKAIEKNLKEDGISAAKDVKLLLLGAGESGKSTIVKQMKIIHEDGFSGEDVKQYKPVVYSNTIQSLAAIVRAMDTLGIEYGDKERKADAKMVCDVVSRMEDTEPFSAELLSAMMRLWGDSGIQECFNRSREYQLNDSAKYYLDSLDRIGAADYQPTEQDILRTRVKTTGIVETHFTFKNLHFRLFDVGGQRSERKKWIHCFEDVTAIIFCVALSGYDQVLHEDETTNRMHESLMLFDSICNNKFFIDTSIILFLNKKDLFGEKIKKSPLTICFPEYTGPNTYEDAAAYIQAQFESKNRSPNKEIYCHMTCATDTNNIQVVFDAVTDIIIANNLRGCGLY
Avidin fluor – green autofluorescence of compounds with avidin beads – biophysical, 488/530 nm, flow cytometry, artefact control, profiling panel; 220,000 tested, 0.38% active; AID 1775, 2009; fluorescence (KMESF) at 10 µM; compound fluorescence 488/530 nm; active compounds read high; in the data active = fluorescence above about 47; note: inactives centre near 10
ABCB1 inh – ABCB1 efflux pump inhibitors, primary screen, cell-based, multiplex, flow cytometry, ABCG2 counter-screen | ATP-dependent translocase ABCB1 (Homo sapiens), P08183 | CCRF-Adr cells, JC-1 efflux | inhibition, % at 6.6 µM | 190,000 tested, 0.067% active | AID 1326, 2008; in the data active = inhibition above about 40%;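 note: 0% = vehicle and 100% = reference inhibitor; higher value means more JC-1 retained so stronger ABCB1 efflux block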
Mcl1 Bid PPI – Mcl-1/Bid binding inhibitors, primary screen, biochemical, TR-FRET, 1536-well. Induced myeloid leukemia cell differentiation protein Mcl-1 (Homo sapiens), Q07820. TR-FRET Mcl-1/Bid-Dy647 peptide binding. inhibition, % at 21.7 µM. 220,000 tested, 0.97% active. AID 1021, 2008;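 active = compounds that cut the binding signal by more than half at the single screening dose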;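 note: His-tagged Mcl-1 with europium anti-His antibody binding Bid BH3 peptide; 0% = Mcl-1 plus peptide wells and 100% = peptide-only wells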
GSH fluor – compound fluorescence on glutathione beads, profiling panel, artefact control, biophysical, 488/530 nm, flow cytometry; GSH beads flow cytometry, compound fluorescence 488/530 nm; active compounds read high; fluorescence (KMESF) at 10 µM; 190,000 tested, 0.25% active; AID 1776, 2009; in the data active = fluorescence above about 89;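 note: glutathione beads carrying GST-tagged Bcl family fusion proteins plus one bare bead set; values are compound well signal with DMSO vehicle wells as background; inactives centre near 16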
RGS8-Gao reg – RGS8-Galphao binding modulators, primary screen, biochemical, multiplexed bead flow cytometry | Guanine nucleotide-binding protein G(o) subunit alpha (Homo sapiens), P09471 | actives lie on both sides | response (percent of control binding), % at 10 µM | 220,000 tested, 0.34% active | AID 1423, 2008; in the data active = response below about 60% or above about 140%; inactive = in between;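 note: Galphao activated as the GDP aluminium fluoride complex binding bead-coupled RGS8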
RGS7-Gao reg – RGS7-Galphao binding modulators, primary screen, biochemical, multiplexed bead flow cytometry | AID 1439, 2008 | 220,000 tested, 0.35% active | actives lie on both sides | binding response (% of control), % at 10 µM | Guanine nucleotide-binding protein G(o) subunit alpha (Homo sapiens), P09471; in the data active = binding response below about 49% or above about 150%; inconclusive = no clear call, values can overlap the other calls; inactive = in between;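 note: fluorescent Galphao held in activated GDP-AlF4 state binding bead-coupled RGS7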
Mcl-1 Bim block – inhibitors of Bim peptide binding to Mcl-1, primary screen, biochemical, bead-based flow cytometry, multiplex; Induced myeloid leukemia cell differentiation protein Mcl-1 (Homo sapiens), Q07820; Bim peptide-Mcl-1 binding; inhibition, % at 10 µM; 190,000 tested, 0.1% active; AID 1009, 2008; in the data active = inhibition above about 40%;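 note: 0% = no compound tracer wells and 100% = peptide blocker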
* = called active by the depositor; ? = inconclusive; . = no result given.

SMILES | Pf gamet viab | Mcl1-Noxa inh | ABCG2 block | RGS4-Gao reg | Avidin fluor | ABCB1 inh | Mcl1 Bid PPI | GSH fluor | RGS8-Gao reg | RGS7-Gao reg | Mcl-1 Bim block
COC(=O)[C@@H](NC(=O)N1CCN(c2cccc(C(F)(F)F)c2)CC1)C(C)C | . | 6.2 | 8.1 | 99.0 | 11 | 0.8 | -5.5 | 15 | 99.2 | 102.3 | -1.0
CC1=C(C(=O)OC(C)C)C(c2c[nH]c3ccccc23)n2ncnc2N1 (centres undefined) | . | -2.9 | 1.1 | 100.6 | 7 | 0.8 | -13.3 | 24 | 102.7 | 104.0 | 0.0
Nc1nonc1C(=O)N/N=C/c1ccncc1 | 2.9 | 1.2 | -0.6 | 96.2 | 21 | -0.3 | -8.0 | 9 | 99.7 | 99.8 | -2.0
CCn1c(=S)[nH]c2ccccc21 | . | -1.1 | 0.0 | 100.3 | 9 | -0.2 | -7.3 | 10 | 100.6 | 105.1 | -5.0
Clc1ccccc1CO/N=C1\CCCc2nonc21 | . | 9.7 | 0.6 | 104.0 | 3 | 0.1 | -2.8 | 8 | 104.3 | 104.4 | -1.0
CC(=O)c1cccc(NC(=O)C2C3C=CC(C3=C(c3ccccc3)c3ccccc3)C2C(=O)O)c1 (centres undefined) | 14.3 | -2.1 | -3.2 | 99.0 | 10 | 0.0 | -21.4 | 16 | 99.2 | ? | -2.0
CCC(Sc1ccc(Cl)cc1)C(=O)Nc1nnc(-c2cccc([N+](=O)[O-])c2)s1 (centres undefined) | . | -3.6 | 6.0 | 91.5 | 3 | 1.0 | 5.5 | 16 | 94.6 | 91.7 | -2.0
Cc1ccc(NC(=S)NN2CCOCC2)c(C)c1 | . | 8.6 | 12.0 | 98.8 | 14 | -0.5 | -15.3 | 24 | 99.3 | 99.8 | -5.0
CSc1ccc(CNC2CC2)cc1 | . | 8.3 | -0.3 | 98.0 | 20 | -0.1 | -3.9 | 11 | 97.4 | 101.4 | 0.0
c1ccc(-c2nc3ccccn3c2NC2CCCC2)nc1 | -13.6 | -27.9 | 2.0 | 98.1 | 11 | 0.3 | -78.7 | 15 | 99.6 | 100.4 | -2.0
CN(C)CCN(Cc1ccc(Cl)cc1)c1ccccn1 | . | 60.5* | -0.1 | 97.3 | 4 | -1.0 | 0.7 | 19 | 103.8 | 104.2 | -1.0
Cc1ccc(C(C)C)c(OCC(=O)NNC(=O)C(C(C)C)N2C(=O)c3ccccc3C2=O)c1 (centres undefined) | . | 10.2 | 7.6 | 82.4 | 8 | 4.2 | -2.0 | 10 | 77.5 | 78.2 | -4.0
Cc1ccc(C)c(NC(=O)C(NCC(C)(C)N2CCOCC2)c2ccccc2)c1 (centres undefined) | -7.2 | 3.4 | 2.2 | 101.0 | 10 | 0.3 | -21.2 | 18 | 100.6 | 104.7 | 0.0
CCCCC(=O)Nc1ccccc1C(C)C | . | -2.6 | 0.3 | 98.4 | 9 | 0.2 | -6.3 | 10 | 101.6 | 99.4 | -3.0
CCc1ccc(N2C(=O)CN(Cc3sccc3C)C2=S)cc1 | -13.9 | -3.6 | 15.8 | 100.4 | 6 | 1.6 | -13.5 | 9 | 101.8 | 94.0 | 0.0
Cc1ccc(-n2ccc(=O)c(-c3ccnc(SCc4cccc(Cl)c4)n3)n2)cc1 | . | 2.6 | 9.1 | 102.8 | 11 | 0.6 | -11.2 | 19 | 102.6 | 100.3 | 36.0
COc1ccc(OC)c(C(=O)N2CCC(C(=O)c3ccc(F)cc3)CC2)c1 | . | -14.7 | 0.5 | 99.9 | 7 | 0.7 | -2.8 | 20 | 95.3 | 99.5 | -4.0
CC(NC(=O)C12CC3CC(C1)CC(n1cncn1)(C3)C2)C12CC3CC(CC(C3)C1)C2 (centres undefined) | -17.8 | 14.0 | 0.9 | 106.9 | 9 | 0.2 | -18.4 | 27 | 97.1 | 100.7 | 0.0
C=CCN(C(=O)Cn1nnc2ccccc21)C(C(=O)NCCOC)c1ccc(OC)cc1OC (centres undefined) | . | 12.8 | 2.1 | 99.1 | 12 | 1.0 | -10.5 | 24 | 104.3 | 101.9 | -5.0
Cc1cc(NC(=O)c2ccc(NC(=O)C3CC3)cc2)no1 | -25.1 | 19.6 | 10.8 | 99.5 | 9 | 0.8 | -40.4 | 19 | 101.5 | ? | 2.0
CCOC(=O)c1cc(-c2ccccc2)sc1NC(=O)C(C)N1C(=O)NC(C)(c2ccc(Cl)cc2)C1=O (centres undefined) | . | 22.5 | 2.2 | 107.6 | 10 | 0.0 | -37.2 | 8 | 104.1 | 109.4 | 4.0
CC(C)CC(NC=C1C(=O)OC(C)(C)OC1=O)C(=O)O (centres undefined) | -39.9 | -6.3 | 0.9 | 100.5 | 21 | 0.3 | -5.1 | 17 | 100.8 | 98.4 | -1.0
COc1cc(C(=O)NCC2(N3CCCCC3)CCCCC2)ccc1OCC(=O)N1CCOCC1 | -7.1 | 4.9 | . | 106.1 | 8 | . | -16.4 | . | 99.7 | ? | .
CCOc1ccccc1Nc1nnc(SCc2nnc(-c3cc(OC)c(OC)c(OC)c3)o2)s1 | -11.2 | -0.1 | 11.0 | 101.2 | 14 | -10.0 | -10.0 | 11 | 104.3 | 101.8 | -6.0
CC(C)CC(NC(=O)C(Cc1ccc(OCc2ccccc2)cc1)NC(=O)OC(C)(C)C)C(N)=O (centres undefined) | . | 17.5 | 1.0 | 100.6 | 7 | 0.0 | -5.7 | 41 | 104.6 | 101.7 | 0.0
CCOc1ccc(/C=C2\SC(=S)NC2=O)cc1OC | 0.3 | 21.5 | 0.4 | 102.5 | 12 | -0.3 | -17.3 | 17 | 97.7 | 97.8 | 2.0
CN(C(=O)CSc1nc(-c2ccccc2)c(-c2ccccc2)o1)C1CCS(=O)(=O)C1 (centres undefined) | 31.0 | -13.5 | 0.3 | 100.5 | 25 | 0.4 | 0.9 | 13 | 104.0 | 99.5 | -1.0
c1cnc(N2CCN(c3cnccn3)CC2)nc1 | 3.5 | 12.8 | 17.4 | 99.3 | 6 | 0.9 | -6.2 | 11 | 99.3 | 98.4 | -2.0
OCCn1c(-c2ccc3c(c2)OCO3)csc1=Nc1ccccc1 | . | 33.5 | 2.9 | 100.9 | 9 | 0.4 | -12.8 | 31 | 100.1 | 98.8 | 0.0
CCOC(=O)Cn1c(C)nc2ccccc21 | -1.9 | -5.5 | 37.8 | 100.8 | 17 | 1.2 | -17.6 | 31 | 100.6 | 99.9 | -4.0
Cc1ccc(S(=O)(=O)N2CCCCC2)cc1C(=O)Nc1ncn[nH]1 | . | 19.2 | 10.9 | 99.3 | 30 | 0.8 | 1.9 | 24 | 100.3 | 96.8 | -7.0
O=C1c2ccccc2NC(c2cn[nH]c2-c2ccccc2)N1O (centres undefined) | 7.6 | 5.3 | 4.5 | 99.3 | 1 | 0.6 | -67.7 | 5 | 98.9 | 95.4 | 0.0
CCCCN1C(C)=CC(=C2C(=O)c3ccccc3C2=O)C=C1C | -5.9 | 20.1 | 1.5 | 96.9 | 8 | 2.2 | -45.3 | 13 | 98.9 | ? | 1.0
Cc1ccc2c(c1)c1c3n2CCCN(Cc2ccccc2)C3CCC1 (centres undefined) | . | 3.6 | . | 103.7 | 6 | . | -31.8 | 16 | 104.9 | 102.0 | 2.0
Cc1ccccc1CSCCC(=O)NCCC1=CCCCC1 | . | 8.3 | 13.2 | 99.3 | 14 | -1.6 | -4.8 | 21 | 102.5 | 100.0 | -4.0
CCCCN(CC)CCNC(=O)c1cc2c(C)nc3ccccc3c2o1 | . | 70.8* | 0.6 | 102.0 | 23 | -0.1 | -11.3 | 15 | 101.8 | 103.1 | 0.0
CC(C)c1nnc(NC(=O)CCC(=O)N2CCN(c3ccccn3)CC2)s1 | -21.3 | 12.6 | 0.8 | 102.7 | 37 | 0.2 | 9.8 | 11 | 98.0 | 99.5 | -1.0
Cc1cc(=O)n2c(-c3ccccc3C)n[nH]c2n1 | . | 4.6 | 3.0 | 99.2 | 10 | 0.8 | 22.8 | 46 | 99.7 | 100.4 | 0.0
CCOC(=O)C1CC(c2ccc(Cl)cc2)=NNC1=O (centres undefined) | -15.9 | 2.4 | 2.9 | 101.2 | 9 | 0.3 | 3.9 | 64 | 102.4 | 101.8 | 0.0
O=C(O)c1cc(-c2ccc(N3CCOCC3)cc2)nn1-c1ccc(F)cc1 | -6.9 | 29.9 | 1.9 | 104.5 | 6 | 0.1 | -26.3 | 15 | 103.3 | 101.3 | -1.0
CCOC(=O)N1CCC(NC(=O)CCc2c(C)nc3nc(C)nn3c2C)CC1 | . | 11.0 | 1.6 | 97.8 | 5 | 0.8 | -1.9 | 34 | 102.7 | 97.3 | -1.0
O=C1COc2ccc(C(=O)COC(=O)Cn3cnc4ccccc43)cc2N1 | . | 4.7 | 0.8 | 103.7 | 7 | 0.1 | -47.2 | 272* | 103.9 | 107.2 | -8.0
CCCCNC(=O)CC1NCCNC1=O (centres undefined) | . | -16.4 | -1.1 | 99.5 | 11 | -0.6 | -8.1 | 9 | 99.7 | 94.5 | 1.0
Cn1c(=O)cc(N)n(Cc2ccccc2)c1=O | . | 8.0 | 15.7 | 103.8 | 11 | 0.1 | -11.6 | 18 | 102.8 | 99.8 | -2.0
COc1ccc([C@H]2[C@H](C(=O)C(C)(C)C)N3N=Cc4ccccc4C3[C@]23N=C(c2ccccc2)OC3=O)cc1 (some centres undefined) | 6.0 | -6.1 | -3.6 | 90.9 | 15 | -2.8 | -31.3 | 21 | 96.3 | 92.7 | 1.0

Record cards (already shown). Order of values: Pf gamet viab, Mcl1-Noxa inh, ABCG2 block, RGS4-Gao reg, Avidin fluor, ABCB1 inh, Mcl1 Bid PPI, GSH fluor, RGS8-Gao reg, RGS7-Gao reg, Mcl-1 Bim block
CC1=C(C(=O)OC(C)C)C(c2c[nH]c3ccccc23)n2ncnc2N1 (centres undefined) reads ., -2.9, 1.1, 100.6, 7, 0.8, -13.3, 24, 102.7, 104.0, 0.0
CCCCN1C(C)=CC(=C2C(=O)c3ccccc3C2=O)C=C1C reads -5.9, 20.1, 1.5, 96.9, 8, 2.2, -45.3, 13, 98.9, ?, 1.0

An unsorted share of the library; 3.3% or so of the library scored in one or more.
